Screening data from PubChem BioAssay.
esBAF inh – Bmi1 luciferase reporter increase in mESCs, primary screen, esBAF inhibitor project, mouse ES cells, Bmi1 luciferase knock-in, single point; 24 h; 100% = twice the neutral-well signal; reporter increase, % at 12.5 µM; 350,000 tested, 2% active; AID 602393, 2012; in the data active = activation above about 40%; inconclusive = no clear call, values can overlap the other calls;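 note: 0% = median of the plate's neutral control wells and 100% = double that signal; a rise in the Bmi1 reporter signal indicates esBAF inhibition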
RAD52 anneal inh – RAD52 DNA annealing inhibitors, primary screen, biochemical, FRET, single point, set 2 | DNA repair protein RAD52 homolog (Homo sapiens), P43351 | recombinant RAD52 DNA annealing, FRET fluorescence | inhibition, % at 18.7 µM | 360,000 tested, 0.46% active;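 active = every replicate showing at least 50% inhibition; inconclusive = mean inhibition at least 50% but not in every replicate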
ARNT TACC3 PPI – disruptors of ARNT/TACC3 protein interaction, primary screen, biochemical, AlphaScreen, single concentration; inhibition, % at 9.99 µM; 390,000 tested, 0.66% active; AlphaScreen His-ARNT PAS-B/GST-TACC3 binding, luminescence; TACC3 fragment carries E629A point mutation; Transforming acidic coiled-coil-containing protein 3 (Homo sapiens), Q9Y6A5;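 active = mean inhibition of replicates at least 50% and at least half of replicates each reaching 50%; inconclusive = half or more replicates reach 50% but mean below 50%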;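 note: 0% = complete ARNT plus TACC3 wells and 100% = ARNT alone without TACC3; many hits fall short of the cut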
ERp5 block – inhibitors of ERp5-driven insulin aggregation, primary screen, biochemical, turbidity, absorbance 650 nm, single point | Protein disulfide-isomerase A6 (Homo sapiens), Q15084 | 90 min | inhibition, % at 9.99 µM | 350,000 tested, 0.05% active | AID 651711, 2012;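 active = mean replicate inhibition above about 25%, with every replicate also reaching it, limit read from the data, passing the limit was not always enough; inconclusive = only one of those two criteria met; inactive = neither criterion met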
Target sequence (Q15084 whole entry, looked up): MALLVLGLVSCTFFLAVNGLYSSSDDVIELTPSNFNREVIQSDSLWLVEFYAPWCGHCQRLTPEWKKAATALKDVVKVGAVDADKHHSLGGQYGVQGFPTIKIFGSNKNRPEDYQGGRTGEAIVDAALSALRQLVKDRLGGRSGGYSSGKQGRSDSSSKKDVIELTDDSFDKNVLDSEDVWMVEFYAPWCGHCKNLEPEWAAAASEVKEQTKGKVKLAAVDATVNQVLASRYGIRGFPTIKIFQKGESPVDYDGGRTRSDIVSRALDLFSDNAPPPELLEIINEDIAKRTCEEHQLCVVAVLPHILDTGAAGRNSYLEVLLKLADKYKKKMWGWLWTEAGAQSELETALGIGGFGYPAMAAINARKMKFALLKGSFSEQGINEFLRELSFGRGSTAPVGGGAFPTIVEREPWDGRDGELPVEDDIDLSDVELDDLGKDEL
RAD54 branch – inhibitors of human RAD54 branch migration, primary screen, biochemical, fluorescence, single point | DNA repair and recombination protein RAD54-like (Homo sapiens), Q92698 | RAD54 Holliday junction branch migration, FAM/BHQ fluorescence | inhibition, % at 10.4 µM | 360,000 tested, 0.14% active;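 active = mean normalized replicate activity at least 40 and at least half of replicates scoring 40 or more; inconclusive = only one of the two criteria met; inactive = mean below 40 and under half of replicates reaching 40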;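 note: 0% = median of neutral control wells and 100% = median of positive control wells; inhibitors cause a drop in the FAM fluorescence signal; in these data hits start at about 50%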
E-sel inducer – E-selectin induction in HUVECs, primary screen, imaging, HUVEC, immunofluorescence imaging, single point | P16581 | normalized: neutral wells 0, TNF-alpha wells 100 | activation, % at 7.58 µM | 260,000 tested, 0.37% active;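 active = mean E-selectin-positive cell signal at least 10% of the positive control, reached in at least 60% of replicates, without over 20% cell loss; inconclusive = no rule given, readout overlaps actives, possibly toxicity-flagged; inactive = the rest, including those meeting only one limit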;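 note: in these data hits start at about 27%; measured in HUVEC primary endothelial cells; signal is the percent of cells scored E-selectin positive by PE staining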
Target sequence (P16581 whole entry, looked up): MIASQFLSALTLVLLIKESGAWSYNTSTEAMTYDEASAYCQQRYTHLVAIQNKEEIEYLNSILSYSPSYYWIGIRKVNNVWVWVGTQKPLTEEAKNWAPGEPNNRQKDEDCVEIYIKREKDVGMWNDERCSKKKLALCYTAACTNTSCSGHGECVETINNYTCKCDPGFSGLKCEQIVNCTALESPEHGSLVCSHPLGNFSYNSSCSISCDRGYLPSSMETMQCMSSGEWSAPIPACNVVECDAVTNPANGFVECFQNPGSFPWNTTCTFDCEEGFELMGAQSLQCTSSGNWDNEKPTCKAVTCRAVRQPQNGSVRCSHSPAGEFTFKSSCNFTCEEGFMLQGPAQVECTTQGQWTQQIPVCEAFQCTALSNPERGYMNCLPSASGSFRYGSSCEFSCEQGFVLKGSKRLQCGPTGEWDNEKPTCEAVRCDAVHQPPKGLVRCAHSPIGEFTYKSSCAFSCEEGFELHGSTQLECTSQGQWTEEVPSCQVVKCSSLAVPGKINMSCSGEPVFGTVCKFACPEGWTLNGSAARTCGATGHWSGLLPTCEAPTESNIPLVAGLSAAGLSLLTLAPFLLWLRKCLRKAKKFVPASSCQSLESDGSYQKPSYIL
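Assay system: HUVEC primary endothelial cells. Input: 3,000 HUVEC seeded per well. Doses: one compound dose added by pin transfer. Read-out basis: % PE-positive cells. Benchmarks: TNF-alpha high, DMSO low. Detection: immunofluorescence imaging. Buffer or medium: EGM-2, gelatin.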
CASP6 VEID inh – human caspase-6 inhibitors, primary screen, biochemical, VEID-R110 fluorescence, single point, set 2. P55212. purified caspase-6, Z-VEID-R110 cleavage fluorescence. inhibition, % at 12.5 µM. 350,000 tested, 0.53% active. AID 686996, 2013;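 active = mean inhibition across replicates at least about 35%, with every replicate also reaching that limit, limit read from the data; inconclusive = only one of the two criteria met; inactive = neither criterion met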;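 note: 0% = median of neutral control wells and 100% = no fluorescence left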
PglD inh – C. jejuni PglD acetyltransferase inhibitors, primary screen, biochemical, DTNB colorimetric, single point. UDP-N-acetylbacillosamine N-acetyltransferase PglD (Campylobacter jejuni). purified PglD enzyme, DTNB colorimetric CoA detection. inhibition, % at 12.5 µM. 360,000 tested, 0.098% active; in the data active = inhibition above about 16%, passing the limit was not always enough; inconclusive = no clear call, values can overlap the other calls; note: strong numbers were not always called active
Starred values were filed as active, the others as inactive; ? = inconclusive; . = not tested or not shown; & = joins results of further samples.

SMILES	esBAF inh	RAD52 anneal inh	ARNT TACC3 PPI	ERp5 block	RAD54 branch	E-sel inducer	CASP6 VEID inh	PglD inh
CC(NC(=S)Nc1ccccc1Cl)C(c1ccccc1)N1CCOCC1 (centres undefined)	.	-2	2	2	2	.	13	-8
C[C@@H]1CN([C@H](C)CO)C(=O)c2cc(NS(=O)(=O)c3ccc(F)cc3)ccc2O[C@@H]1CN(C)Cc1ccc(-c2ccccc2)cc1	2	20	11	-8	-2	-0.3	3	1
Cc1cc(C)cc(OCc2nnc(SCC(=O)c3ccc(Br)cc3)o2)c1	-18	.	0	.	3	.	.	-2
CCOc1ccc(-c2nc(CSc3nncs3)cs2)cc1OC	29	.	1	.	9	.	.	5
CCn1c(SCc2ccccc2)nnc1-c1cccnc1	.	-7	1	3	.	-0.2	1	.
COc1ccc(NC(=O)Nc2ccc3c(c2)C(=O)N([C@H](C)CO)C[C@@H](C)[C@@H](CN(C)S(=O)(=O)c2cn(C)cn2)OCCCC[C@H](C)O3)cc1	0	.	-3	.	2	0.1	.	-2
C[C@@H]1CN([C@H](C)CO)C(=O)c2cc(C3=CCCC3)cnc2O[C@H]1CN(C)C(=O)Nc1cccc(F)c1	7	-29	23	-2	-7	-0.1	1	0
C[C@@H]1CN([C@@H](C)CO)C(=O)c2cc(NC(=O)Nc3cccc4ccccc34)ccc2O[C@H]1CN(C)Cc1ccc(Oc2ccccc2)cc1	-4	-11	-2	5	3	.	0	-1
CCCNC(=O)N(C)C[C@H]1Oc2cc(-c3ccccc3F)ccc2S(=O)(=O)N([C@@H](C)CO)C[C@@H]1C	0	0	-2	3	1	-1.1	7	5
CCC1(c2ccccc2)C(=O)N(C(=O)OC(C)(C)C)N1C(=O)OC(C)(C)C (centres undefined)	-1	0	-3	3	5	-0.1	-1	2
CCCCCSc1nnc(-c2ccccc2NC(C)=O)c(=O)[nH]1	.	-9	-20	2	.	.	2	.
C[C@H]1CN([C@@H](C)CO)C(=O)Cc2cc(NC(=O)CCN3CCOCC3)ccc2O[C@@H]1CN(C)CC1CCCCC1	3	-7	-14	5	-4	-0.4	0	0
COc1ccc(NC(=S)N2CCCCC2c2cccnc2)cc1 (centres undefined)	5	-78	-6	7	-16	-0.1	1	-1
CCOc1ccc2nc(C)cc(Nc3ccc4c(c3)OCCO4)c2c1	-5	.	10	.	58*	.	.	-1
FC(F)(F)c1cccc(CC2CN(Cc3ccccc3)Cc3ccccc3N2c2cc(Cl)cc(Cl)c2)c1 (centres undefined)	-1	-316	.	-1	-8	2.0	-13	-5
Cc1ccc(C(=O)NCC(=O)NCCCc2ccccc2)s1	-1	-8	0	3	-1	0.6	-2	-2
CCOC(=O)c1ccc2c(c1)N(Cc1ccccc1C)C(=O)c1ccccc1S2=O (centres undefined)	-1	.	7	.	1	.	.	7
C[C@H](CO)N1C[C@H](C)[C@@H](CN(C)C)Oc2c(NS(C)(=O)=O)cccc2C1=O	-2&-10	14&1	-6&1	2&-2	-3&0	-1.2	5&4	-2&-1
Cc1ccc(S(=O)(=O)Nc2cccnc2)cc1	-2	.	-2	.	-6	.	.	1
Cc1c(C(=O)Nc2ccc3c(c2)OCCO3)sc2ncnc(N3CCCCC3C)c12 (centres undefined)	10	-10	-1	-6	0	.	1	3
CCCC(=O)NC(=S)Nc1cccc2c(O)cccc12	2	-10	4	5	-5	.	30	1
O=C1NC(c2ccc(O)cc2)Nc2ccccc21 (centres undefined)	19	-4	0	4	4	.	-1	1
COc1ccc(CN2C(=O)c3ccccc3C2C(=O)NCC2CCCO2)c(OC)c1 (centres undefined)	-5	.	-3	.	-4	.	.	-1
CCNC(=S)N(CCN(CC)CC)Cc1cc2cc3c(cc2[nH]c1=O)OCCO3	24	-5	4	4	2	.	-2	-3
C[C@H]1CN([C@@H](C)CO)C(=O)c2cc(NS(=O)(=O)c3cn(C)cn3)ccc2O[C@H]1CN(C)S(=O)(=O)c1cccs1	3	6	-8	-2	3	0.5	1	3

(more compounds)
SMILES	esBAF inh	RAD52 anneal inh	ARNT TACC3 PPI	ERp5 block	RAD54 branch	E-sel inducer	CASP6 VEID inh	PglD inh
N=c1c2c3c(sc2ncn1N)CCC3	.	-15	6	-3	2	1.3	5	-3
COc1ccc(S(=O)(=O)Nc2ccc3c(c2)C(=O)N([C@@H](C)CO)C[C@H](C)[C@@H](CN(C)CC2CCCCC2)OCCCC[C@H](C)O3)cc1	4	.	-3	.	-10	0.1	.	0
C/C(=N\NC(=O)Cn1ccc(C(F)(F)F)n1)c1ccc2c(c1)OCO2	.	-4	-6	0	.	.	0	.
CC(=O)NC(CC(=O)NC1CCCc2ccccc21)c1ccccc1 (centres undefined)	-4	-3	1	-2	4	.	0	6
CCC(=O)N1CCN(c2ccc(NC(=O)c3ccc(N4CCOCC4)c([N+](=O)[O-])c3)cc2)CC1	.	-16	-3	1	-4	-0.6	3	.
Cc1cc(S(=O)(=O)NCC(c2ccc3c(c2)OCO3)N2CCOCC2)ccc1F (centres undefined)	2	-7	-29	-2	9	.	1	0
Cc1ccc(S(=O)(=O)CCC(=O)OCC(=O)Nc2cc(S(=O)(=O)N3CCOCC3)ccc2Cl)cc1	12	-23	.	-6	-5	.	-3	-2
C=CCc1ccccc1OCC(O)CN1CCOCC1 (centres undefined)	-4	-8	-2	.	-4	.	8	-5
C=CCOc1ccc2c(CC)cc(=O)oc2c1C	4	-7	-5	-2	3	-0.1	1	-5
Cc1ccc(C2/C(=C(/O)c3cnn(-c4ccccc4)c3C)C(=O)C(=O)N2CCN2CCOCC2)o1 (centres undefined)	50*	.	-6	.	10	.	.	-2
O=C(Cc1ccncc1)NCC[C@H]1CC[C@H](NC(=O)C2CCCC2)[C@H](CO)O1	-1	21	-54	-8	-29	-0.1	-3	1
COc1ccc(S(=O)(=O)Nc2ccc(F)c(F)c2)cc1C(=O)N1CCOCC1	4	-8	-10	-2	8	0.1	0	-2
COc1cc(C2/C(=C(\O)c3ccc4c(c3)OCCO4)C(=O)C(=O)N2Cc2ccco2)cc(OC)c1OC (centres undefined)	2	-36	11	-7	-10	-0.1	0	6
Cc1ccc(O)c(NC(=O)CCCC(=O)O)c1	-11	-9	-10	-1	0	.	-2	-2
CCC(CCNC(=O)c1ccccc1)(CCNC(=O)c1ccccc1)[N+](=O)[O-]	.	-1	6	6	.	0.5	-3	.
O=C1NC[C@H](CCCCN2CCN(CCc3ccc(O)cc3)C(=O)C2=O)N(CCC2CCCCC2)C1=O	.	4	.	2	.	2.1	4	.
CCCN(C)C[C@@H]1Oc2cc(-c3ccc(C)cc3)ccc2S(=O)(=O)N([C@@H](C)CO)C[C@@H]1C	-9	30	4	-10	-13	-0.1	1	5
COc1cc(OC)c(OC)cc1CN1CCCC(C(=O)c2sccc2C)C1 (centres undefined)	-10	-13	3	-1	7	-0.2	-1	-6
C[C@H]1CN([C@@H](C)CO)C(=O)c2cc(NS(=O)(=O)c3ccc(F)cc3)ccc2O[C@@H]1CN(C)C(=O)Nc1ccc2c(c1)OCO2	?	-13	-14	-8	-6	12	0	2
Cc1ccccc1-c1nc2ccccc2c(=O)n1C1CCS(=O)(=O)C1 (centres undefined)	-2	.	-2	.	6	.	.	5
Brc1ccc(OCCCOc2cccc3cccnc23)cc1	72*	-3	-9	1	7	0.0	0	6
CCC(C)NC(=O)c1ccc(CSCc2cccc(F)c2)o1 (centres undefined)	5	-7	-3	0	3	.	-9	-2
Cc1cc(C)cc(NC(=O)CSc2nc3c(c(=O)n2C)SC(C)C3)c1 (centres undefined)	-2	-27	-9	8	1	0.4	-1	.
C=CCOc1ccc(C(=O)O)cc1Cl	-6	-5	-5	-1	-2	0.3	-3	-6
COc1cccc(CNC[C@H]2O[C@@H](n3ccc(N)nc3=O)[C@H](O)[C@@H]2O)c1OCc1ccc(F)cc1Cl	-13	-18	.	-2	10	-0.2	-2	0

(further entries)
SMILES	esBAF inh	RAD52 anneal inh	ARNT TACC3 PPI	ERp5 block	RAD54 branch	E-sel inducer	CASP6 VEID inh	PglD inh
O=[N+]([O-])c1ccc(O)c(/C=N/n2cnc3ccccc32)c1	1	-14	-4	-8	6	.	6	-14
C[C@@H]1CN([C@H](C)CO)C(=O)Cc2cc(NC(=O)C3CC3)ccc2O[C@H]1CN(C)S(=O)(=O)c1ccccc1	0	4	-3	-5	6	.	2	4
O=C(OC12CC3CC(CC(C3)C1)C2)c1ccc(NCc2cc(O)ccc2O)cc1	.	-12	-7	0	.	3.1	-1	.
O=C(OCc1cc(Cl)cc2c1OCOC2)c1cccnc1Cl	6	-11	-7	-3	-5	-0.3	0	-1
C[C@@H]1CN([C@@H](C)CO)C(=O)Cc2cc(NS(=O)(=O)c3ccccc3)ccc2O[C@@H]1CN(C)Cc1ccc(-c2ccccc2)cc1	5	13	1	0	-7	0.0	0	3
Cc1c(Cl)cnc(NC(=O)COC(=O)C2CC2)c1Cl	-6	-28	.	-1	.	7.2	6	.
Cc1cccc(C#N)c1NC1=CC(=O)CC(C)(C)C1	-3	.	0	.	2	.	.	7
O=c1[nH]nc(SCc2nc3ccccc3s2)n1C1CC1	?	-23	1	-1	2	.	1	-1
Cc1cc(NC(=O)CSc2ncnc3c2cnn3-c2ccccc2)no1	-3	-8	1	-2	6	3.1	22	-2
COC(=O)CN1C(=S)N(c2ccc(F)cc2)C(=O)C1CC(=O)Nc1ccccc1 (centres undefined)	0	-15	-9	0	-1	5.9	-2	0
Cc1ccc(-c2cc(C(=O)O)c3ccccc3n2)s1	34	-19	-2	5	-7	-0.1	1	1
COc1cccc(-c2cc(C(=O)N3C(C)CCCC3C)no2)c1 (centres undefined)	49*	.	-6	.	-13	.	.	7
COCCNC(=O)C[C@H]1CC[C@H]2[C@@H](COC[C@@H](O)CN2Cc2cccc(-c3ccncc3)c2)O1	2	3	-6	-2	1	-0.2	-3	-3
Cc1ccc(C2/C(=C(\O)c3c(C)nc4ccccn34)C(=O)C(=O)N2CCN(C)C)o1 (centres undefined)	2	-29	6	-9	.	9.5	-5	.
CCS(=O)(=O)N1CC2(CN(Cc3ccc4c(c3)OCO4)[C@@H](CO)c3c2c2ccc(OC)cc2n3C)C1	.	-7	.	0	.	0.2	0	.

Structures above that contain a COOH group, in the order listed:
SMILES	esBAF inh	RAD52 anneal inh	ARNT TACC3 PPI	ERp5 block	RAD54 branch	E-sel inducer	CASP6 VEID inh	PglD inh
Cc1ccc(O)c(NC(=O)CCCC(=O)O)c1	-11	-9	-10	-1	0	.	-2	-2
C=CCOc1ccc(C(=O)O)cc1Cl	-6	-5	-5	-1	-2	0.3	-3	-6
Cc1ccc(-c2cc(C(=O)O)c3ccccc3n2)s1	34	-19	-2	5	-7	-0.1	1	1
